Source: PubChem
Pf growth 96h – Primary qHTS for delayed death inhibitors of the malarial parasite plastid, 96 hour incubation | P. falciparum luciferase reporter growth, 96 h | Potency, µM (titrated, usually from 28.7 µM), without a hit: at the highest dose activity change, negative = inhibition, most hits filed as inhibitors | 6.9% of 320,000 active | AID 504834, 2011; also: potency is read from the fitted curve at half-maximal effect; % is scaled to controls: 0 for no effect and ±100 for the full control effect
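P. falciparum expressing integrated firefly luciferase, in erythrocytes at 2% hematocrit, 0.05% parasitemia, incubated with compounds 96 h at 37 C, 5% CO2. Growth inhibition read as loss of luminescence; two-generation exposure targets delayed-death apicoplast inhibitors.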
TbPYK inhibitor – qHTS of Trypanosoma Brucei Inhibitors; AID 624173, 2012; Potency, µM (highest dose often 76.8 µM), without a hit: top-dose activity, negative = inhibition, usual class: inhibitors; 0.12% of 410,000 active; TbPYK enzyme, Kinase-Glo Plus ATP luminescence, 45 min; also: potency is read from the fitted curve at half-maximal effect; % is scaled to controls: 0 for no effect and ±100 for the full control effect; nearly all actives have a fitted effect of over 50% in size
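ADP (130 uM final) triggers the TbPYK reaction after compound addition; incubation is 45 min at room temperature. Kinase-Glo Plus is then added and luminescence imaged. Normalized data are fitted to concentration-effect curves.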
AMA1 RON2 block – qHTS for Inhibitors of AMA1-RON; Towards Development of Antimalarial Drug Lead: Primary Screen. Plasmodium falciparum AMA1 (3D7) - RON2 peptide interaction. AlphaScreen AMA1-biotinylated RON2 peptide binding. Potency, µM (highest dose often 58.2 µM), inactives show top-dose activity change, negative = inhibition, actives largely listed as inhibitors. 0.2% of 360,000 active. AID 720542, 2013;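 also: potency is read from the fitted curve at half-maximal effect; 0% = vehicle wells and -100% = peptide control; nearly all actives have a fitted effect of over 45% in size; some results filed as inactive show a strong effect at the top dose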
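AMA1 (3D7) with his tag at 25 nM final met compounds first, then biotinylated RON2 peptide at 25 nM; detection used donor plus acceptor beads, 10 µg/mL apiece, read by AlphaScreen after 30 min at room temperature.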
Shiga toxin inh – A qHTS for Small Molecule Inhibitors of Shiga Toxin. Vero cells, Shiga toxin protein synthesis inhibition reporter. inhibition, % at 38.7 µM. 9.2% of 290,000 active. AID 2315, 2010; in the data active = inhibition mostly above about 28%, no sharp cut-off; inactive = mostly below about 43%; also: 0% is about no effect
Pf growth 48h – Primary qHTS for delayed death inhibitors of the malarial parasite plastid, 48 hour incubation; Potency, µM (top dose mostly 28.7 µM), without a hit: at the top dose activity change, negative = inhibition, actives largely listed as inhibitors; AID 504832, 2011; P. falciparum luciferase growth in erythrocytes, 48 h; 5.9% of 310,000 active; also: potency is read from the fitted curve at half-maximal effect; % is scaled to controls: 0 for no effect and ±100 for the full control effect
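A one-generation exposure of luciferase-tagged malaria parasites in RPMI 1640/Albumax erythrocyte culture, 37 C and 5% CO2. Inhibition is inferred from decreased luminescence after adding detection reagent.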
CHX counter – Cycloheximide Counterscreen for Small Molecule Inhibitors of Shiga Toxin; 12% of 300,000 active; max response, %; cell reporter, cycloheximide protein synthesis inhibition counterscreen; in the data active = max response mostly above about 13%, no sharp cut-off; inactive = mostly below about 14%; also: read at 38.3 µM for the half of the compounds with a filed dose; 0% is about no effect
LmPK inh – qHTS Assay for Inhibitors of Leishmania Mexicana Pyruvate Kinase (LmPK) | Q27686 | purified LmPK, Kinase-Glo ATP luminescence, 1 h | Potency, µM (doses to about 57.5 µM), inactives show top-dose activity change, negative = inhibition, usual class: inhibitors | 0.37% of 290,000 active; also: potency is read from the fitted curve at half-maximal effect; % is scaled to controls: 0 for no effect and ±100 for the full control effect
Target sequence (Q27686 whole entry, looked up): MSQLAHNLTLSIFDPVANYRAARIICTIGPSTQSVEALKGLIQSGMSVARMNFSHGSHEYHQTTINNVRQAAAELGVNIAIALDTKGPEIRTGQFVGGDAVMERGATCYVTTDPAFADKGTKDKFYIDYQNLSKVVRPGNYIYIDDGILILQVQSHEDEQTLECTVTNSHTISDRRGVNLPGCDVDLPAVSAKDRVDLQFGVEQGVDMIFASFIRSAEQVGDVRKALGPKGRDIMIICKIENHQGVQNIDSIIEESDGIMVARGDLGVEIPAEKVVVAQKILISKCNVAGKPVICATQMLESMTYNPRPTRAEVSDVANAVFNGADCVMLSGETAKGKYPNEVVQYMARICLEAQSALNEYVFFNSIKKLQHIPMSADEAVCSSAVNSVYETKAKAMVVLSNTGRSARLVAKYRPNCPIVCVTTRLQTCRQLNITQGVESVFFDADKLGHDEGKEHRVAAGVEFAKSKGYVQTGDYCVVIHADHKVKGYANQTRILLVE
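Screened at intermediate enzyme activity to detect both inhibitors and activators: LmPK at 0.1 nM, with a 0.5 nM enzyme column as activation reference. PEP 0.5 mM, ADP 0.1 mM; ATP detected by luminescence after 1 h.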
Numbers without * were called inactive; u = inconclusive; x = not tested or not shown; [ ] = another dose, or the depositor's remark. Unless noted, calls follow the shape of the dose curve; as a rule, active = well fitted curve in the direction sought with a large enough effect; inconclusive = small, poorly fitted or top-dose-only effect, or another doubt; inactive = no such curve, though single readings can be large; an effect the other way counts as inactive or inconclusive.

SMILES	Pf growth 96h	TbPYK inhibitor	AMA1 RON2 block	Shiga toxin inh	Pf growth 48h	CHX counter	LmPK inh
COc1ccc(C(=O)NC2CCN(C(=S)Nc3cc(C)cc(C)c3)CC2)cc1	u	1%	-8%	2	1%	-2	0%
CCc1cc(C(=O)Nc2nnc(C3CC3)s2)sc1C	31%[activator]	-1%	11%	x	44%[activator]	x	x
CCCc1cc2c(cc1NC(=O)c1ccc(C(C)(C)C)cc1)OCO2	18%	-20%	u	29*	u	22*	-8%
COc1ccc(C(=NNc2ccccc2C(=O)O)c2ccc(OC)cc2)cc1	-14%	-5%	0%	18	-23%	-4	0%
COc1ccc(OC)c(NC(=O)NNC(=O)COc2ccc(-c3ccccc3)cc2)c1	28%	2%	53%[activator]	-2	1%	1	-9%
CN(C)c1ccc(C=NCCC2(c3ccccc3)CCOC(C)(C)C2)cc1 (centres undefined)	u	8%	14%	53	u	8	5%
CCOc1ccc(CCNC(=O)Cn2ncn3nc(-c4ccc(OC)cc4)cc3c2=O)cc1OCC	u	0%	0%	19	38%[activator]	8	8%
CC1S/C(=N\N=C\c2cccc([N+](=O)[O-])c2)N(C(C)(C)C)C1=O (centres undefined)	-2%	6%	u	19	u	-2	4%
O=C(Nc1ccccc1)N1CCN(C(=O)Nc2ccccc2)CC1	-1%	x	x	14	-3%	0	-6%
COc1ccc(/C=N/NC(=O)CCc2c(C)n[nH]c2C)cc1OC	x	-15%	0%	20	0%	1	8%
CCN(CC(=O)Nc1ccc(N2CCOCC2)cc1)CC(=O)NC(C)(C)C	55%[activator]	0%	14%	-17	u	-3	0%
Cc1ccc(NC(=O)CN(C)C(=O)COC(=O)CNS(=O)(=O)c2ccc(Br)cc2Cl)cc1	23%	1%	-3%	7	2%	-3	4%
O=C(NC1(C(F)(F)F)NC(=O)N(Cc2ccco2)C1=O)c1cccnc1 (centres undefined)	u	8%	-4%	-9	4%	-3	4%
O=C(CN1CCCCC1)Nc1cccc([N+](=O)[O-])c1	82%[activator]	3%	0%	-7	0%	-3	4%
COc1ccccc1OCCC(=O)OCC(=O)c1c(N)n(C)c(=O)n(C)c1=O	4%	-22%	5%	-7	0%	-2	0%
C=CCOc1ccc(C2C(C(=O)c3ccco3)=C(O)C(=O)N2c2nnc(C)s2)cc1 (centres undefined)	49%[activator]	-18%	34%[activator]	71*	-13%	23*	-5%
CCOc1ccc(C(CCc2ccccc2)NC(=O)c2ccc(OC)c(OC)c2)cc1OCC (centres undefined)	0.23µM*	-10%	5%	11	x	7	2%
CS/C(N)=N/N=C/c1cc(Br)cc(Br)c1O	u	4%	31%[activator]	65*	u	17*	-6%
O=C(Cc1ccc(F)cc1)OCN1C(=O)c2ccccc2C1=O	15µM*	-5%	-8%	-24	u	-4	-8%
COc1ccc(S(=O)(=O)N2CCOCC2)cc1NC(=O)c1ccc(OCC(C)C)c(OC)c1	u	2%	-4%	x	9.3µM*	x	x
CN1CCN(CC(=O)Nc2ccc(OCc3ccccc3)cc2)CC1	38%[activator]	x	x	64	x	36*	-1%
O=C(Nc1ccc(Cl)cc1)OCc1cn(-c2ccccc2)nn1	33%[activator]	0%	13%	30	231%[activator]	30*	-5%
CC(=O)Nc1ccc(S(=O)(=O)NNC(=O)COc2ccc(C)cc2)cc1	3%	-5%	7%[2.32 µM]	13	12%	-4	-8%
C/C(Cc1ccccc1)=N\NC(=O)CNC(=O)c1ccccc1	4%	4%	17%	-7	2%	-1	0%
Cc1nn(-c2ccccc2)c(C)c1NC(=O)COC(=O)Cc1ccccc1F	23%	-4%	-3%	x	-8%	x	x

Remaining list, next part.
SMILES	Pf growth 96h	TbPYK inhibitor	AMA1 RON2 block	Shiga toxin inh	Pf growth 48h	CHX counter	LmPK inh
O=C(O)c1nnn(-c2cc(C(F)(F)F)cc(C(F)(F)F)c2)c1-c1ccccc1	12%	2%	-1%	-1	-6%	6	1%
O=C(C1CCCN(S(=O)(=O)c2ccccc2)C1)N1CCCCCC1 (centres undefined)	-3%	-10%	11%	3	7%	-3	1%
O=C(c1ccco1)N1CCN(C(=O)N2CCCC2)CC1	124%[activator]	-4%	5%	-5	0%	-5	4%
COc1ccc(N(CC(=O)Nc2ccc3c(c2)OCO3)S(=O)(=O)c2ccc(F)cc2)cc1	-15%	-10%	-8%	11	0%	10	1%
COc1ccc(C(NCC(=O)NC(C)c2ccc(Cl)cc2)c2ccccc2)cc1 (centres undefined)	50%[activator]	16%	u	3	-21%	-2	1%
COc1cccc(NC(=O)N2CCCC(C(=O)NCc3ccc(F)cc3)C2)c1 (centres undefined)	u	0%	-10%	7	0%	5	1%
CC[N+](C)(CC)CCC/C(=N/O)C(O)(c1ccccc1)c1ccccc1	-23%	-4%	-12%	-2	u	-3	3%
O=C(COc1ncnc2scc(-c3ccc(F)cc3)c12)NCc1ccco1	-24%	3%	6%	11	x	4	0%
CCN(CC)Cc1cc2ccccc2c2c1COC2	1%	-2%	-5%	10	10%	-2	-7%
COC(=O)/C(=C/Nc1ccc(O)cc1)[N+](=O)[O-]	11%	-5%	0%	-5	x	-3	-8%
Cc1nnc(SCCn2c(N3CCCC(C)C3)nc3c2c(=O)n(C)c(=O)n3C)s1 (centres undefined)	-2%	5%	-6%	-3	15%	-2	1%
Cc1cccc(S(=O)(=O)Nc2ccc(-c3cn4ccccc4n3)cc2)c1	u	5%	-15%	18	48%[activator]	13*	-1%
N#Cc1c(-c2cccs2)nc(SCc2ccc(Cl)cc2)[nH]c1=O	u	2%	-3%	-6	66%[activator]	1	13%
Cc1cc(C)c(C)c(OCCn2ccnc2)c1	u	2%	1%	-14	-29%	-2	0%
CC(=O)c1cccc(NC(=O)C(C)OC(=O)Cc2c[nH]c3ccccc23)c1 (centres undefined)	17%	1%	-4%	x	8%	x	x
CN(Cc1ccccc1)C(=O)c1nn2cccnc2c1Cl	u	-9%	-3%	-5	13%[5.75 µM]	2	2%
Cc1ccc(OCc2nc(-c3ccccc3)no2)c(C)c1	62%[activator]	-7%	107%[activator]	98*	213%[activator]	36*	-8%
N/N=C(\c1ccccc1)c1cc(Cl)ccc1N	u	-3%	-1%	-7	-20%	1	-8%
COc1ccc(Nc2oc(COc3ccccc3F)nc2C#N)cc1	u	-4%	14%	40	x	0	3%
O=C(NCCCN1CCOCC1)c1cccc(S(=O)(=O)NCc2ccccc2)c1	12%	-3%	53%[activator]	x	u	x	x
Cn1c(CNC(=O)C2CCCCC2)cc2ccccc21	7%	-1%	0%	x	3%	2	-2%
COc1cccc(-c2nc(CS(=O)(=O)CC(=O)NCCN3CCOCC3)c(C)o2)c1	u	-17%	0%	-10	53%[activator]	10	-5%
Oc1ccc(-c2nc(=S)[nH][nH]2)cc1	27%	-15%	-2%	14	30%	-1	3%
O=C(CCC(=O)OCC(=O)c1ccc([N+](=O)[O-])cc1)Nc1ccccc1Cl	13µM*	-5%	1%	-15	u	-1	-23%
COc1ccc(/C=N/NC(=O)c2cccc(Br)c2)cc1Cn1cc(Cl)cn1	u	-9%	20%	-8	-12%	-2	5%

Next section:
SMILES	Pf growth 96h	TbPYK inhibitor	AMA1 RON2 block	Shiga toxin inh	Pf growth 48h	CHX counter	LmPK inh
CCCCCCOc1ccc(C(CC(N)=O)C(=O)O)cc1 (centres undefined)	x	0%	2%	-23	26%	-2	-2%
CCOC(=O)c1cc2occc2n1CC(=O)N1CCN(C(=O)c2ccco2)CC1	x	-8%	0%	-8	6%	-4	-2%
CCC1OC23CCCCC2C(C#N)(C(=N)O3)C1(C#N)C#N (centres undefined)	251%[activator]	-8%	2%	10	-16%	-1	0%
Cn1c(SCC(=O)N2CCOCC2)nnc1-c1ccc(Cl)cc1Cl	u	-1%	-1%	13	-5%	-1	0%
O=C(CCc1ccccc1)N1CCN(c2ccc(F)cc2)CC1	0%	0%	-8%	-14	-5%	0	-2%
O=C(NC(=S)Nc1ccc(Cl)c(C(=O)O)c1)c1cccc(COc2ccccc2)c1	u	-2%	77%[activator]	24	-9%	15	1%
CCC(CC)C(=O)c1c[nH]c(C(=O)NCc2cccnc2)c1	59%[activator]	-2%	-3%	-6	-10%	9	-6%
O=C(c1cccc([N+](=O)[O-])c1)N1CCN(c2ccccn2)CC1	19%	-4%	0%	-8	24%	0	1%
Cc1ccc(C(O)(C(=O)NNC(=O)CN2CCN(C)CC2)c2ccc(C)cc2)cc1	0%	-1%	69%[activator]	-15	-9%	5	-2%
O=C(COc1ccc2ccccc2c1)NNC(=O)c1cnccn1	9.3µM*	-7%	49%[activator]	-7	15µM*	-3	-2%
COc1ccccc1CC(NC(C)=O)C(=O)NC1CCN(C(=O)c2ccc([N+](=O)[O-])cc2)CC1 (centres undefined)	6.6µM*	7%	-6%	-6	0%	-7	1%
CC1Cc2cc(/C(O)=C3/C(=O)C(=O)N(CCN4CCOCC4)C3c3ccc([N+](=O)[O-])cc3)ccc2O1 (centres undefined)	9.3µM*	2%	-1%	27	24%	15*	-2%
O=C(O)Cc1ccc(N=Nc2c(O)c(C(=O)O)cc3ccccc23)cc1	u	-1%	u	133*	28%	56*	-5%
O=C1Nc2ccccc2C1Cc1ccccn1 (centres undefined)	1%	-6%	29%	0	0%	-2	-12%
Cc1ccc(OCC(=O)N2CCc3ccccc3C2)c(C)c1	-1%	-5%	-7%	33	6%	11*	-2%
O=S(=O)(NCc1ccccc1)c1ccc(Cl)c(S(=O)(=O)NCc2ccccc2)c1	-20%	-9%	2%	23	x	-2	-1%
COc1cccc(Oc2ncnc(N)c2[N+](=O)[O-])c1	4%	3%	-3%	-6	19%	2	1%
COC(=O)/C=c1/sc2nc3ccccc3n2c1=O	u	u	3%	-12	u	6	-25%
CCOc1ccc(CN2C(=O)c3ccccc3C2=O)cc1C(=O)N1CCC(C(N)=O)CC1	2%	-12%	-14%	-13	-8%	-1	-7%
O=C(Nc1nnc(-c2ccc(Cl)cc2)o1)c1nc2ccccc2s1	42%[activator]	1%	173%[activator]	-8	0%	4	5%
CCOC(=O)c1c(N2C(=O)C=CC2=O)sc(C)c1C	20%	25µM*	-1%	-3	-1%	10	u
Cc1c(CC(=O)N[C@H](C(=O)O)C(C)C)c(=O)oc2cc3c(cc12)CCC(C)(C)O3	261%[activator]	-19%	-5%	98*	139%[activator]	67*	0%

At a glance, four of the compounds above:
SMILES	Pf growth 96h	TbPYK inhibitor	AMA1 RON2 block	Shiga toxin inh	Pf growth 48h	CHX counter	LmPK inh
CC1Cc2cc(/C(O)=C3/C(=O)C(=O)N(CCN4CCOCC4)C3c3ccc([N+](=O)[O-])cc3)ccc2O1 (centres undefined)	9.3µM*	2%	-1%	27	24%	15*	-2%
O=C(O)Cc1ccc(N=Nc2c(O)c(C(=O)O)cc3ccccc23)cc1	u	-1%	u	133*	28%	56*	-5%
O=C1Nc2ccccc2C1Cc1ccccn1 (centres undefined)	1%	-6%	29%	0	0%	-2	-12%
Cc1ccc(OCC(=O)N2CCc3ccccc3C2)c(C)c1	-1%	-5%	-7%	33	6%	11*	-2%
